Screening results as filed in PubChem.
AID2073: inhibitors of Mint1-CaV2.2 protein interaction, biochemical, HTRF (AID 2073). HTRF protein-protein interaction, Mint1-CaV2.2; higher % means a stronger effect. inhibition, % at 20 µM, or IC50 in µM where a hit was titrated. 290,000 compounds, 0.19% hits; in the data active = inhibition mostly above about 51%, no sharp cut-off; inconclusive = no clear call, values can overlap the other calls; inactive = mostly below about 53%; note: some results filed as inactive read as strong as hits
CSM14.1 death rescue: protection against thapsigargin-triggered cell killing – 384-well, CSM14.1, ATP luminescence, primary screen (AID 1222); CSM14.1 thapsigargin-induced death rescue, ATP luminescence; higher % means a stronger effect; one-dose cellular ATP content (survival), % at 20 µM; EC50 in µM for titrated hits; 190,000 tested, under 10 active;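 active = EC50 below 50 µM in the dose-response confirmation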;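 note: death triggered by thapsigargin at about 15 µM added after 2 h compound pretreatment; cell ATP read after overnight thapsigargin exposure of roughly 18 to 22 hours; normalized against plate controls of thapsigargin alone and 5% DMSO vehicle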
P. falciparum M1AAP: P. falciparum M1AAP inhibitors, biochemical, fluorogenic H-Leu-NHMec substrate, 1536-well (AID 1445); recombinant M1AAP, H-Leu-NHMec fluorogenic kinetic assay; higher % means a stronger effect; one-dose inhibition, % at 30 µM; IC50 in µM for titrated hits; 220,000 compounds, 0.42% hits;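 active = primary inhibition above the hit cutoff, then over 50% inhibition at one or more dose response concentrations, cut at about 23% in these data, passing the limit was not always enough; inconclusive = conflicting primary data, or primary hits not chosen for dose response; inactive = low primary inhibition, or under 50% at every dose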;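 note: plate controls were DMSO full reaction for no effect and no enzyme background for full effect; strong numbers were not always called active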
HEK293 NOD2/NF-kB: inhibition of NOD2-driven NF-kB reporter – cell-based, luminescence, uHTS, HEK293 (AID 1566). inhibition, % at 4 µM; hits with a dose series show EC50 in µM. HEK293 NOD2/NF-kB luciferase reporter, luminescence; higher % means a stronger effect. 290,000 compounds, 0.63% hits; note: many of its hits are not listed in these tables
LYP inhibition: PTPN22 lymphoid phosphatase activity blockers – biochemical, fluorescence intensity, uHTS (AID 1779); recombinant LYP phosphatase, fluorescence intensity; higher % means a stronger effect; inhibition, % at 11.5 µM; hits with a dose series show IC50 in µM; 290,000 compounds, 0.054% hits;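 note: plate controls were vehicle with enzyme for no effect and no enzyme for full effect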
XIAP displacement: small molecules displacing peptide from XIAP – biochemical, IAP family, fluorescence polarization (AID 1018); 200,000 compounds, 0.007% hits; displacement, % at 20 µM, or IC50 in µM where a hit was titrated; XIAP BIR domain, fluorescence polarization peptide displacement; higher % means a stronger effect; in the data active = displacement above about 50%; note: a part of the inactive calls stands beside numbers as strong as those of hits
Lipid droplet: hepatic lipid droplet formation modulation; AML12 mouse hepatocytes, oleate lipid droplets, BODIPY imaging; inhibition, % at 6.5 µM; 240,000 compounds, 0.4% hits; AID 1656;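 active = lipid droplet intensity inhibited by at least 50%, with more than 500 cells counted; inconclusive = wells with under 300 cells, treated as cytotoxic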
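Assay system: AML12 mouse liver cells | Compound: 6.5 µM single-point dosing | Schedule: Overnight exposure | Technique: Fluorescence imaging, 20x objective, two fields per well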
Siah-1 displacement: blockers of Siah-1 interaction with plectin peptide – biochemical, fluorescence polarization, rhodamine-plectin, uHTS, primary screen (AID 1817); 290,000 compounds, 0.02% hits; displacement, % at 20 µM, or IC50 in µM where a hit was titrated; Siah-1 / rhodamine-plectin peptide fluorescence polarization; higher % means a stronger effect;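 active = displacement of at least 50% at 20 µM, with a fluorescence ratio check between 0.3 and a set limit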;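 note: plate controls were Siah plus tracer with DMSO for no effect and tracer alone without Siah for full effect; strong numbers were not always called active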
P. falciparum M17LAP: P. falciparum M17LAP inhibitors, primary screen, biochemical, fluorogenic H-Leu-NHMec substrate, 1536-well (AID 1619) | recombinant M17LAP, H-Leu-NHMec fluorogenic kinetic assay; higher % means a stronger effect | 220,000 compounds, 0.38% hits | one-dose inhibition, % at 30 µM; IC50 in µM for titrated hits;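 active = compound inhibiting the enzyme by more than half at any dose during confirmatory dose-response retesting; inconclusive = strong single-dose inhibitors picked by rank but not retested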;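 note: plate controls were full reaction with DMSO carrier for no effect and no enzyme background for full effect; strong numbers were not always called active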
Lipid droplet cells 6.5 µM: recorded beside Lipid droplet, whose call it bears; cell count; measured here: cell count, cytotoxicity flag;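 cells counted across two imaged fields per well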
Active calls of the source: *; ? = inconclusive; . = not tested or not shown. Cut-off read from the data, not from the text of the source, unless noted: active = inhibition above about 50%; inactive = the rest.

SMILES | AID2073 | CSM14.1 death rescue | P. falciparum M1AAP | HEK293 NOD2/NF-kB | LYP inhibition | XIAP displacement | Lipid droplet | Lipid droplet cells 6.5 µM | Siah-1 displacement | P. falciparum M17LAP
Cc1cc(/C=N/NS(=O)(=O)c2ccc(F)c(Cl)c2)no1 | -24% | . | 0% | 5% | 4% | . | -6 | 738 | 0% | 1%
O=C(O)CNS(=O)(=O)/C=C/c1ccccc1 | 8% | -0.4% | -1% | 1% | -4% | 1.3% | 16 | 728 | -3% | 4%
CCCC(=O)Nc1cc(OC)c(C(=O)OC)cc1Cl | 4% | 0.6% | 2% | -32% | -6% | -2.0% | -2 | 678 | 0% | 0%
N=c1oc2c3c4c(cc2cc1C(=O)Nc1ccccc1)CCCN4CCC3 | 24% | -0.2% | 8% | -66% | 4% | 18% | . | . | 9% | -5%
CCOc1ccc(NC(=O)CSc2nnc(C(C)C)n2CC)cc1 | 6% | -1.4% | 7% | 13% | -4% | -7.6% | 0 | 687 | 5% | 32%
O=C(NC1CCN(Cc2ccccc2)CC1)c1cc(-c2ccccn2)nc2ccccc12 | -6% | 4.8% | 6% | 9% | -5% | -3.1% | 0 | 780 | 5% | 2%
Cc1cc(NC(=O)c2cccc(S(=O)(=O)N3CCOCC3)c2)c2ccccc2n1 | 4% | 1.3% | -4% | 18% | -10% | -0.2% | . | . | 3% | -6%
Cc1ccnc(N2CCCC(C(=O)NC3CC3)C2)n1 (stereo not drawn) | 10% | . | . | -3% | -9% | . | -29 | 795 | 8% | .
CNC(=O)c1sc(N2N=C3/C(=C/c4ccccc4)CCCC3C2c2ccccc2)nc1C (stereo not drawn) | ? | -0.5% | 6% | 13% | 5% | -2.5% | . | . | -2% | 4%
COC(=O)c1ccc(NC(=O)Cn2nc(C)cc2C)cc1 | 16% | 0.6% | 4% | 10% | 1% | -3.5% | -5 | 628 | -2% | -3%
COc1ccc(Nc2nc(N)nc(CSC(=S)N3CCCCC3C)n2)cc1 (stereo not drawn) | 17% | . | 3% | -27% | -3% | . | -14 | 710 | 10% | -7%
COc1ccc(Cc2nnc(NS(=O)(=O)c3ccccc3)s2)cc1 | -1% | -0.7% | 0% | 5% | -8% | -7.5% | 9 | 733 | 6% | 52%
C=C(C)c1cccc(C(C)(C)NC(=O)Nc2ccc(OC)nc2)c1 | 11% | . | . | 3% | -2% | . | -1 | 761 | 1% | .
COC(=O)COc1ccc(S(=O)(=O)N2CCN(c3ccc(OC)cc3)CC2)cc1 | 0% | -1.7% | -8% | -2% | -8% | -16% | 4 | 748 | 8% | -1%
CCOCC(=O)N1CCN(c2ccc([N+](=O)[O-])cc2)CC1 | 2% | -0.9% | 13% | 3% | 0% | -7.6% | -5 | 612 | 5% | 29%
COc1ccccc1CNn1c(-c2cccc(C)c2)nc2ccccc2c1=O | 10% | 1.6% | 5% | -9% | 0% | -3.5% | -3 | 805 | -5% | 0%
S=C(Nc1ccc(Cl)cc1)c1nc2ccccc2s1 | -10% | -0.4% | 2% | -48% | -4% | -2.8% | . | . | 3% | 11%
COc1cc(OC)c(OC)cc1/C=C1\Oc2cc(OCC(=O)N3Cc4ccccc4C[C@H]3C(=O)O)ccc2C1=O | 48% | . | . | 19% | 2% | . | -4 | 787 | -2% | .
c1ccc2c(c1)Nc1cc3ccccc3cc1S2 | 3% | . | 14% | -68% | -8% | . | -8 | 562 | -7% | -1%
Cc1ccc(-c2nnc(Nc3ccc(CC(N)=O)cc3)c3ccccc23)cc1S(=O)(=O)NCCO | 20% | . | . | 7% | -8% | . | -2 | 754 | 9% | .
CC(=O)N1CCc2cc(S(=O)(=O)NCCC(=O)Nc3cccc(C)c3)ccc21 | -4% | 0.1% | 2% | 3% | -1% | 1.4% | -2 | 767 | 1% | 5%
O=C(O)CCCn1nc(C(F)(F)F)c2c1CCCCC2 | -2% | 0.9% | -5% | 18% | -8% | -4.3% | . | . | -3% | 10%
COc1ccc(/C=C/C(=O)Nc2cccc(F)c2)cc1S(=O)(=O)N1CCOCC1 | 1% | 0.6% | 8% | 38% | -1% | -3.5% | -5 | 665 | 2% | 5%
O=C(NC1CCCCC1)C1CCN(S(=O)(=O)N2CCCCCC2)CC1 | 16% | 0.3% | 4% | -7% | 0% | -4.8% | . | . | -2% | -2%
Cc1ccc(S(=O)(=O)/N=C(\N)Nc2nc(C)c3cc(C)c(C)cc3n2)cc1 | 15% | -3.1% | 2% | 30% | -2% | -0.2% | 0 | 639 | 6% | 6%
Cc1ccc(NC(=O)NC2CCCCC2)cc1S(=O)(=O)N1CCOCC1 | -2% | -1.1% | 3% | 14% | -1% | -0.1% | -5 | 686 | 2% | 0%
CCOc1ccccc1N(CC(=O)NCCc1ccccc1)C(=O)CCC(=O)Nc1ccccn1 | 13% | . | . | 11% | -10% | . | 2 | 804 | -2% | .
Cc1ccc(NC(=O)c2ccc(CNS(=O)(=O)c3cccc(C(F)(F)F)c3)cc2)cc1 | 1% | -1.5% | -3% | -13% | -12% | -2.1% | 7 | 813 | 0% | -6%
COc1ccc2[nH]c3c(c2c1)CCNC3C1CC=C(C)CC1 (stereo not drawn) | -10% | -4.2% | . | -22% | -11% | -8.3% | -5 | 700 | -4% | .
Cc1ccc2[nH]c3nc(NN)nnc3c2c1 | 26% | . | . | -9% | -8% | . | 9 | 813 | -2% | .
Cc1c(NC(=O)C2CCCN2S(=O)(=O)c2ccc(Cl)cc2)c(=O)n(-c2ccccc2)n1C (stereo not drawn) | 2% | -0.9% | -3% | 3% | -5% | 48% | . | . | -3% | 5%
CCc1cc(=O)oc2cc(C)cc(OC(C)C(=O)O)c12 (stereo not drawn) | 25% | -0.2% | 6% | 3% | -9% | -5.0% | . | . | 0% | -59%
Cc1ccc(S(=O)(=O)N2CCN(C(=O)N3CCOCC3)C2C(C)C)cc1 (stereo not drawn) | -8% | 0.3% | 1% | 6% | -13% | 1.3% | . | . | -3% | 1%
CN1C(=O)CSc2ccc(NC(=O)N3CCN(c4ccccc4)CC3)cc21 | 1% | 1.7% | 5% | 12% | 1% | -0.8% | -2 | 737 | -2% | -4%
O=C(N/C(=C/c1ccccc1F)C(=O)N1CCCCC1)c1ccccc1 | 11% | . | . | -10% | -3% | . | 5 | 853 | 6% | .
COc1ccc(C2c3[nH]c4ccccc4c3C[C@H]3C(=O)N(CC(C)C)CC(=O)N23)c(OC)c1 (stereo partly drawn) | -6% | . | . | 1% | -2% | . | -4 | 827 | -6% | .
O=c1c2ccccc2nc(/C=C/c2cccnc2)n1CCc1ccccc1 | 10% | . | 7% | 13% | -3% | . | -11 | 689 | 19% | 13%
Cc1cccc(NC(=S)Nc2ccccn2)c1 | -32% | . | 8% | -28% | -8% | . | -3 | 770 | -3% | 1%
Cc1ccc(-n2c(=O)c3c(n4cnnc24)-c2ccccc2CC32CCCCC2)cc1 | 5% | 3.0% | 3% | 22% | 2% | -6.5% | -3 | 572 | 14% | 10%
COc1ccc(S(=O)(=O)N(C)CC(=O)NCc2ccccn2)cc1 | 0% | . | . | -7% | -8% | . | 17 | 529 | -4% | .
O=C(CSc1nnc(CNC(=O)c2ccccc2F)o1)Nc1cccc(C(F)(F)F)c1 | 10% | . | . | 1% | -8% | . | -8 | 640 | -3% | .
CC(=O)Nc1nn(C)c2nc3cc(C)ccc3cc12 | 12% | -0.4% | 4% | -8% | -5% | -2.9% | . | . | -2% | -2%
NS(=O)(=O)c1ccc(CCNCc2cccnc2)cc1 | -2% | . | . | -21% | -8% | . | 2 | 854 | 2% | .
COc1ccccc1OCC(=O)Nc1cc(S(=O)(=O)N2CCCCC2)ccc1N1CCCCC1 | 23% | -3.3% | 8% | 19% | 1% | -8.7% | -31 | 331 | 2% | 10%
CC(=O)N1c2ccc(S(=O)(=O)N3CCC(C(=O)N4CCN(c5ccccc5)CC4)CC3)cc2CC1C (stereo not drawn) | 7% | . | . | 3% | -9% | . | -2 | 669 | 1% | .
Cc1ccc2c(c1)COc1c3ccc(C(=O)NC(C)C)cc3nn1-2 | 13% | . | 7% | -45% | -4% | . | . | . | 1% | 3%
O=C(N/N=C/C=C\c1ccccc1[N+](=O)[O-])c1cccnc1 | 10% | . | 4% | 15% | 0% | . | 0 | 687 | 12% | 5%
CCCc1cc(=O)[nH]c(SCC(=O)NC(=O)c2ccccc2)n1 | -1% | 0.0% | 6% | 11% | -10% | -1.0% | . | . | 5% | 6%
COc1ccc(Cl)cc1NC(=O)CSc1nnc(-c2ccncc2)n1CC1CCCO1 (stereo not drawn) | 6% | -1.5% | -4% | -11% | -4% | -2.6% | . | . | -1% | 3%
Nc1cc(=O)nc(SCC(=O)Nc2ccccc2Cl)n1-c1ccccc1 | 1% | 0.2% | -3% | -1% | -4% | -4.2% | 2 | 666 | 3% | -7%
Cc1ccc(CC(=O)N2CCN(C(=O)C3CCCO3)CC2)cc1 (stereo not drawn) | -4% | . | . | -14% | -4% | . | 0 | 779 | 5% | .
O=C1CN(C(=O)COC(=O)CNC(=O)c2ccc(Cl)cc2)c2ccccc2N1 | 18% | -0.1% | 1% | -12% | -9% | -6.2% | 5 | 708 | 11% | 2%
O=C(NCCN1CCCC1)c1ccc2c(c1)N(Cc1ccccc1)C(=O)c1ccccc1S2(=O)=O | 10% | . | . | -3% | -14% | . | -20 | 671 | 0% | .
Cc1cc(C)c(C)c(S(=O)(=O)N2CCCN(C)CC2)c1C | -1% | . | . | -16% | -11% | . | 10 | 789 | 2% | .
COC(=O)c1ccccc1NC(=O)c1onc(C)c1Cl | 29% | . | . | 14% | -6% | . | 0 | 819 | 5% | .
NC(=O)C1(N2CCCCC2)CCN(C(=S)Nc2ccc(S(N)(=O)=O)cc2)CC1 | 4% | -1.0% | . | 12% | 0% | -8.4% | 0 | 684 | -1% | .
CC(Sc1nc2ccccc2s1)C(=O)N(C)Cc1ccccc1 (stereo not drawn) | -5% | . | . | 2% | 4% | . | -14 | 794 | 0% | .
COc1cc(OC)cc(-c2ncc3ccccn23)c1 | -17% | 5.9% | 9% | -7% | 0% | -2.6% | -19 | 711 | 1% | 6%
O=C(CSc1nnc2c(n1)[nH]c1ccccc12)Nc1ccc(N2CCOCC2)cc1 | -12% | . | 5% | -6% | -7% | . | 9 | 678 | -13% | 0%
C[n+]1cc(-c2ccccc2)n2c1CCCCC2 | -9% | 0.3% | 39% | 9% | -11% | -2.1% | . | . | 1% | -3%
COc1cccc(C(=O)NCC2CCCN(C(=O)c3ccc(C=O)cc3)C2)c1OC (stereo not drawn) | -2% | . | . | -6% | 2% | . | 0 | 858 | -2% | .

Not all compounds are listed; count on the stated rates, not on these rows.
